# Screening results (PubChem BioAssay)
# CHO-K1 Ca antag = counter-screen for M1 antagonists: effect in parental CHO-K1 cells. ATP-induced calcium, Fluo-8 fluorescence. inhibition, % at 3 µM. actives 0.6% (n = 360,000). AID 602250;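 active means inhibition above a per-plate cutoff, the plate's mean sample inhibition plus 3 SD, cut at about 24% in these data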;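 further: 0% = DMSO plus EC80 ATP and 100% = DMSO alone without ATP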
# CHRM4 antagonist = human M4 muscarinic receptor antagonists, primary screen, CHO cells, Fluo-8 calcium fluorescence; CHO-hM4 cells, ACh EC80; inhibition, % at 3 µM; actives 0.73% (n = 360,000); AID 624125, 2012;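 active means inhibition above its plate's cutoff, the mean inhibition of sample wells plus 3 SD, cut at about 27% in these data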;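 further: 0% = acetylcholine EC80 with DMSO and 100% = DMSO without agonist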
# Target sequence (P08173 whole entry, looked up): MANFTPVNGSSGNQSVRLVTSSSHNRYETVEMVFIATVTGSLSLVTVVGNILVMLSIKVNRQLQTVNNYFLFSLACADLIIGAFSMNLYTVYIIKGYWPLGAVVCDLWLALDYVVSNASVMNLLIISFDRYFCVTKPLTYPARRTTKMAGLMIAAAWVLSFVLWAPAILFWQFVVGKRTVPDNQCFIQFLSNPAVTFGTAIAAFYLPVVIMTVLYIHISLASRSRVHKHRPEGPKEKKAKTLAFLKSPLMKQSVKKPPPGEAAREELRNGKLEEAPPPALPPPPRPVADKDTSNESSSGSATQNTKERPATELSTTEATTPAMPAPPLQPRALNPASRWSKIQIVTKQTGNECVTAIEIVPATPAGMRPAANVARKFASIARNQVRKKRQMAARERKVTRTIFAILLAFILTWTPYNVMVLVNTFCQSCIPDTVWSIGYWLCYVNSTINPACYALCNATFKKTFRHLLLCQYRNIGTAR
# CHO-K1 Ca ag = counter-screen for M1 agonists: effect in parental CHO-K1 cells. Fluo-8 calcium fluorescence; scaled to maximal ATP response, vehicle zero. activation, % at 3 µM. actives 0.48% (n = 360,000). AID 602248, 2012; in the data active means activation above about 15%;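 further: untransfected CHO-K1 host cells lacking M1 receptor as counterscreen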
# CHRM5 agonist = human M5 muscarinic receptor agonists, primary screen, CHO-K1 cells, Fluo-8 calcium fluorescence. Muscarinic acetylcholine receptor M5 (Homo sapiens), P08912. CHO-K1 hM5 cells; 0% DMSO wells, 100% maximal acetylcholine response. activation, % at 3 µM. actives 0.19% (n = 360,000). AID 624037, 2012;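 active means activation above the run's mean over test compounds plus 3 SD, cut at about 23% in these data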;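 further: signal is peak over basal fluorescence ratio across the kinetic read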
# Target sequence (P08912 whole entry, looked up): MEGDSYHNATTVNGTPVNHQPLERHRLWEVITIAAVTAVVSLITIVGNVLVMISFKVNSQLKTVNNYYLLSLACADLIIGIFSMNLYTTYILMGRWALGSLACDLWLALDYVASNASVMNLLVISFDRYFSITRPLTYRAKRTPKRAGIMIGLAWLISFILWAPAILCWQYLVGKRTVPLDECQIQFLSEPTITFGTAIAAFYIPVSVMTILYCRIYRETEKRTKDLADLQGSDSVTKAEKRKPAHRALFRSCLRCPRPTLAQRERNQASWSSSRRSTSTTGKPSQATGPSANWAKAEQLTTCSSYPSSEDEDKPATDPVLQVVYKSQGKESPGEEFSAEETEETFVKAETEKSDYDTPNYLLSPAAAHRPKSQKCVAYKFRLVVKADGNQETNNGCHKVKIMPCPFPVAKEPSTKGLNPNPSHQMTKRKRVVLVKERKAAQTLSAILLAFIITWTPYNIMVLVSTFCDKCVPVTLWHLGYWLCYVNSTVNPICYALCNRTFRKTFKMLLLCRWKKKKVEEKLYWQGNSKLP
# M1 PAM parental = nonselective calcium activators in parental CHO-K1 cells, primary screen, counter-screen for M1 PAM project, cell-based, Fluo-8 calcium fluorescence, full deck, 1536-well. ATP EC20; 0% at ATP EC20, 100% at ATP max. activation, % at 3 µM. actives 0.02% (n = 360,000). AID 602247, 2012;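 active means activation above the run cutoff, the mean activation of all test compounds plus 3 SD, cut at about 40% in these data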;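 further: peak over basal fluorescence ratio in a 140 s read after ATP addition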
# M4 PAM = human M4 muscarinic receptor positive allosteric modulators, primary screen, CHO-K1 cells, Fluo-8 calcium fluorescence | Muscarinic acetylcholine receptor M4 (Homo sapiens), P08173 | CHO-K1 hM4/Gqi5, ACh EC20; 0% = ACh EC20, 100% = maximal ACh | activation, % at 3 µM | actives 0.4% (n = 360,000);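 active means activation above its plate's cutoff, the mean activation of sample wells plus 3 SD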; further: some results filed as inactive read as strong as hits
# M5 PAM = human M5 muscarinic receptor positive allosteric modulators, primary screen, CHO-K1 cells, Fluo-8 calcium fluorescence. Muscarinic acetylcholine receptor M5 (Homo sapiens), P08912. CHO-K1 hM5, ACh EC20 PAM; 0% = ACh EC20, 100% = ACh EC100. activation, % at 3 µM. actives 0.3% (n = 360,000);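 active means activation above the run cutoff, the mean activation of all test compounds plus 3 SD, cut at about 18% in these data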
#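 Probe or stimulus: acetylcholine, EC20 level; Assay system: human M5 receptor in CHO-K1 cells; Schedule: compound preincubation 140 s before EC20 acetylcholine addition; Technique: intracellular calcium via Fluo-8 fluorescence; Dosing: single-point, 3 µM nominal; Read-out basis: percent activation from peak-over-basal fluorescence ratio, scaled EC20-to-EC100 acetylcholine; Repeats: one well per compound, no replicates.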
# CHRM5 antagonist = human M5 muscarinic receptor antagonists, primary screen, CHO cells, Fluo-8 calcium fluorescence. Muscarinic acetylcholine receptor M5 (Homo sapiens), P08912. CHO-hM5 cells, ACh EC80. inhibition, % at 3 µM. actives 0.59% (n = 360,000);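 active means inhibition above a per-plate cutoff, the mean of that plate's test compounds plus 3 SD, cut at about 27% in these data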;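 further: 0% = acetylcholine EC80 with DMSO and 100% = DMSO without agonist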
# CHRM4 agonist = human M4 muscarinic receptor agonists, primary screen, CHO-K1 cells, Fluo-8 calcium fluorescence; Muscarinic acetylcholine receptor M4 (Homo sapiens), P08173; CHO-K1 hM4/Gqi5; vehicle 0%, full acetylcholine response 100%; activation, % at 3 µM; actives 0.14% (n = 360,000);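 active means activation above the run mean over all test wells plus 3 SD, cut at about 32% in these data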;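 further: peak over basal fluorescence ratio per well then scaled between controls; 0% = DMSO wells and 100% = acetylcholine at EC100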
# * hit, by the source's call.
SMILES,CHO-K1 Ca antag,CHRM4 antagonist,CHO-K1 Ca ag,CHRM5 agonist,M1 PAM parental,M4 PAM,M5 PAM,CHRM5 antagonist,CHRM4 agonist
CN[C@H]1C[C@H]2c3cc(Oc4ccccc4C)ccc3CCN2C(=O)[C@H]1[C@H](C)O,5,2,0.6,2,2,-3,-4,-1,2
CCN1c2ccccc2-c2nc3ccccc3n2C1c1ccccn1 (stereo unspecified),0,2,-0.1,-1,-3,17,3,-7,-1
O=C(COc1ccccc1)N1CCN(C(=O)c2ccc([N+](=O)[O-])cc2)CC1,14,6,0.1,0,-10,0,5,-8,3
COc1ccc(/C=C(\C#N)C(=O)NCc2ccccc2)cc1O,-10,-5,0.9,0,-19,-2,-1,3,2
CCN(CC)C(=O)CCc1nc2sc3c(c2c(=O)[nH]1)CCCC3,-2,7,1.5,0,-7,-7,-10,5,1
C=CCOc1ccc(/C(O)=C2\C(=O)C(=O)N(CCN(C)C)C2c2cccs2)cc1 (stereo unspecified),-3,-3,0.3,-6,11,10,5,-1,0
COC(=O)c1sccc1-c1ccc(/C=N/OCc2c(Cl)cccc2Cl)o1,-8,8,0.7,-3,20,0,4,-2,0
O=C(c1cccc(S(=O)(=O)N2CCCC2)c1)N1CCCC(C(F)(F)F)C1 (stereo unspecified),-4,-1,1.3,1,-3,2,3,-1,2
COc1ccccc1-c1c(C)oc2c(CN3CCOCC3)c(O)ccc2c1=O,-6,-9,0.9,0,13,-4,8,-17,0
O=C(CCl)N1CCN(S(=O)(=O)c2ccc3ccccc3c2)CC1,-23,0,1.3,-2,6,7,-3,6,1
CN(Cc1nc(Cc2cccc(F)c2)no1)CC1COCCO1 (stereo unspecified),-2,7,0.2,0,7,-8,-5,5,1
CCOC(=O)Cn1c(=O)oc2cc(S(=O)(=O)Nc3ccc(F)cc3)ccc21,-3,-14,7.7,28*,1,0,-16,14,24
CCc1nnc(N/N=C/c2cc(Br)c(O)cc2O)n1N,7,-6,0.5,-5,-1,3,-6,14,2
CCN(Cc1ccccc1)C(=O)C1CCN(Cc2sccc2C)CC1,-6,1,0.8,-4,27,5,4,-3,3
Cc1ccc(-c2nc(NC(=O)CSc3nnc4scc(-c5ccccc5)n34)ns2)cc1,5,4,-0.1,0,15,-5,-5,7,0
CCOC(=O)Nc1ccc2c(CN3CCC(C(=O)OC)CC3)cc(=O)oc2c1,-9,9,1.5,-3,15,-3,-3,8,2
Cc1ccc(NCCC(=O)c2ccc(Cl)cc2)cc1,-1,2,0.0,1,-4,-6,1,-3,0
O=C(N/N=C/C=C/c1ccccc1[N+](=O)[O-])c1cccnc1,-5,-10,0.1,-3,9,1,-5,-1,1
CN(C)S(=O)(=O)c1cccc(NC(=O)CCCSc2ccccc2)c1,-9,4,11,0,20,-12,-4,11,12
Oc1ccccc1C=NN=Cc1ccccc1Cl,-3,-10,-0.3,1,1,7,4,0,0
NC(=S)N=Nc1c(O)cc(O)c2[nH]c(=O)ccc12,2,2,-0.3,0,-10,0,-4,19,0
CCN(CC)c1ccc(/C=N/N2C(=O)c3ccccc3C2=O)c(O)c1,-15,-5,0.8,-2,27,-2,-1,-1,0
Cc1cccc(OCC(=O)N/N=C/C=C/c2ccco2)c1,2,-7,0.1,2,22,1,2,4,1
CC1=N/C(=C\c2ccc(OC(C)C)cc2)C(=O)N1c1ccc(C(=O)O)cc1,10,-3,0.3,-2,2,2,7,-3,0
Nc1ncc(-c2ccccc2)c(-c2ccc(OCc3ccccc3)cc2O)n1,-9,-3,0.3,3,4,5,3,-7,1
SMILES,CHO-K1 Ca antag,CHRM4 antagonist,CHO-K1 Ca ag,CHRM5 agonist,M1 PAM parental,M4 PAM,M5 PAM,CHRM5 antagonist,CHRM4 agonist
COc1cc(/C=N/Nc2nc3ccccc3[nH]2)cc(Br)c1OCC(=O)N(C)C,-18,-2,0.8,-3,6,-2,4,2,2
CCC(C(=O)O)N1C(=O)c2ccccc2C1=O (stereo unspecified),8,5,0.0,1,-5,-1,-4,7,0
CCCC(=O)Nc1ccc2nc(SCC(=O)Nc3ccc(N4CCOCC4)c(Cl)c3)sc2c1,9,14,5.2,3,4,-12,-14,9,15
Cc1nc(-c2cccc(NS(=O)(=O)c3cccc4ccccc34)c2)cs1,-31,1,5.0,4,18,-1,1,2,5
Cc1cc(C(=O)N/N=C/c2ccc(C)o2)c2ccccc2n1,-4,-7,0.5,-3,21,9,0,-2,1
Cc1cc(OCC(=O)N(C)c2ccccc2)cc2c1C(=O)CC(C)(C)O2,-10,0,3.9,4,19,-8,-9,3,2
O=C(CC(=O)c1ccccc1)Nc1cc([N+](=O)[O-])ccc1Cl,7,17,6.6,7,2,-12,-15,7,19
O=C(O)c1ccc([N+](=O)[O-])nc1,-12,-5,-0.3,1,10,6,1,-4,0
O=C1[C@@H]2[C@@H]3C[C@@H]([C@H]4ON=C(c5ccc(Cl)cc5)[C@@H]34)[C@@H]2C(=O)N1c1ccc2c(c1)OCO2,1,6,0.2,7,11,-6,8,-2,2
CCOc1ccc(CCNC(=O)Cn2cccc2C(=O)c2ccccc2)cc1OCC,-5,12,0.3,-3,8,-6,-1,11,0
COc1ccccc1-n1cnnc1SCC(=O)N1CC(=O)Nc2ccccc21,-8,-3,0.3,-2,18,7,2,-10,1
Cc1cc(C(=O)CCl)c(C)n1CCc1ccc(F)cc1,-12,0,0.6,-5,8,-3,2,5,1
CCC(=O)N(C)C[C@H]1Oc2cc(-c3cccnc3)ccc2S(=O)(=O)N([C@H](C)CO)C[C@H]1C,2,-1,0.3,0,3,5,-2,9,2
O=C1CSC(c2ccccc2[N+](=O)[O-])N1CCc1ccccc1 (stereo unspecified),6,-11,1.0,-10,6,-8,0,-3,2
Cn1c(CCC(=O)Nc2ccc(F)cc2)nc2cc(S(=O)(=O)N3CCOCC3)ccc21,0,-4,1.5,2,12,-5,0,-1,4
COc1ccc(OC)c(C(=O)COC(=O)COc2ccccc2)c1,9,0,0.1,1,-4,-2,-3,14,0
CCSc1nnc(NC(=O)CCCOc2ccc(C)cc2)s1,5,-7,0.1,2,-14,13,14,8,3
CCOC(=O)c1cnc2c(OC)cccc2c1N1CCN(c2ccc(OC)cc2)CC1,11,-14,-0.1,-4,4,2,-7,4,4
COc1ccccc1C1c2c(C)nn(-c3ccccc3)c2NC(=O)C1NC(=O)c1ccccc1 (stereo unspecified),0,-4,2.9,-1,21,3,1,-2,0
CCCn1nnc(NC(=O)c2ccc(OCC)c(Cl)c2)n1,-9,-5,0.3,2,26,10,8,-19,-1
O=C(CSc1nnc(CNC(=O)c2c(F)cccc2Cl)o1)c1ccccc1,2,-4,3.5,-3,3,-2,-8,5,5
O=C(c1cnsn1)N1CCC(CO)(Cc2ccc(Cl)cc2)CC1,-3,4,1.8,3,16,-2,-1,-4,3
O=C(CN(c1ccccn1)S(=O)(=O)c1ccccc1)Nc1ccccc1,0,-3,0.5,-3,-1,-2,-4,-1,1
CC1CN(Cc2nc3c(c(=O)n(C)c(=O)n3C)n2CCN2CCOCC2)CC(C)O1 (stereo unspecified),-4,5,-0.1,0,-2,-9,-5,4,1
COc1cccc(CNC2CCCCCCC2)c1OC,-4,5,1.0,-8,8,-7,6,0,1

# Ordered by molecular weight (largest number first): part of the list above
SMILES,CHO-K1 Ca antag,CHRM4 antagonist,CHO-K1 Ca ag,CHRM5 agonist,M1 PAM parental,M4 PAM,M5 PAM,CHRM5 antagonist,CHRM4 agonist
O=C1[C@@H]2[C@@H]3C[C@@H]([C@H]4ON=C(c5ccc(Cl)cc5)[C@@H]34)[C@@H]2C(=O)N1c1ccc2c(c1)OCO2,1,6,0.2,7,11,-6,8,-2,2
CC1CN(Cc2nc3c(c(=O)n(C)c(=O)n3C)n2CCN2CCOCC2)CC(C)O1 (stereo unspecified),-4,5,-0.1,0,-2,-9,-5,4,1
Cc1cc(C(=O)CCl)c(C)n1CCc1ccc(F)cc1,-12,0,0.6,-5,8,-3,2,5,1

# The results go on.
SMILES,CHO-K1 Ca antag,CHRM4 antagonist,CHO-K1 Ca ag,CHRM5 agonist,M1 PAM parental,M4 PAM,M5 PAM,CHRM5 antagonist,CHRM4 agonist
COc1ccccc1N1CCN(S(=O)(=O)c2ccc(NC(C)=O)cc2)CC1,-6,-2,2.6,-2,9,-6,-1,-4,1
Cc1cccc(-n2c(-c3csc4ccccc34)n[nH]c2=S)c1,-12,3,0.1,-7,27,-2,-7,13,-2
Nc1c(C(=O)NCc2cccs2)nnn1CC(=O)Nc1cccc(Cl)c1,0,-4,4.3,-1,18,8,0,2,3
Cc1ccc(Cl)c2c(N=Nc3ccccc3)c(O)[nH]c12,-6,-7,0.0,-1,18,2,4,2,0
O=C(NC1CCS(=O)(=O)C1)/C(=C\c1ccccc1)NC(=O)c1ccccc1 (stereo unspecified),-6,-8,0.2,-1,17,-2,0,-1,1
O=C(OCc1nnc(-c2ccccc2)o1)c1ccc([N+](=O)[O-])o1,-6,7,1.2,-2,7,3,5,8,1
COc1ccc(/C=C(\C#N)C(=O)NCc2cccs2)cc1OC,2,-2,-0.4,-3,14,5,-4,2,-1
NC(=O)C1CCN(C(=O)c2ccc(Oc3cc(Cl)cc(Cl)c3)o2)CC1,-3,-5,1.6,-4,9,2,6,-10,3
COc1cc2nc(N(CCN(C)C)C(=O)c3ccc(S(=O)(=O)N(C)CC4CCCO4)cc3)sc2cc1OC (stereo unspecified),-8,-24,1.5,-7,13,6,1,-10,1
CC(=O)NC(c1ccco1)c1cc(Cl)c2cccnc2c1O (stereo unspecified),2,-18,-0.1,-2,-7,3,5,-3,0
CC(C)(C)N(NC(=O)Nc1ccccc1)C(=O)c1ccccc1,8,-6,0.5,-1,-10,-2,-4,6,0
COc1ccccc1C(=O)Nc1c[nH]c(=O)[nH]c1=O,-6,1,0.7,-4,22,1,7,10,1
CCC(c1nnnn1C(C)(C)C)N1CCN(C/C=C/c2ccccc2)CC1 (stereo unspecified),-13,-13,0.9,-7,8,5,-2,5,3
Cc1cccc(CCNC(=O)C2CCCN(c3cnccn3)C2)c1 (stereo unspecified),5,1,0.8,-2,-8,5,-2,8,3
CN(C)S(=O)(=O)c1cccc(NC(=O)COc2cccc3ccccc23)c1,0,-7,1.4,1,-12,1,-8,11,8
O=c1c(Cc2ccccc2)c(O)ccn1Cc1ccc2c(c1)OCO2,-14,5,0.8,-2,12,2,5,0,2
O=C(Cc1ccccc1Cl)N1CCOCC1,-10,-11,1.2,-2,9,8,0,1,2
CCOc1ccc(N2C(=O)CC(Sc3nnnn3-c3ccccc3)C2=O)cc1 (stereo unspecified),2,2,0.5,-4,-1,1,-10,12,2
FC(F)(F)c1cccc(N2CCN(C(=S)NC3CCCC3)CC2)c1,2,5,3.4,-3,3,-19,-22,4,9
O=C(NC1CCCc2ccccc21)C1CCN(c2nnc(-n3cccc3)s2)CC1 (stereo unspecified),-2,-2,1.3,-2,12,-5,-4,-2,6
Cc1cccn2c(=O)c3cc(C(=O)NC4CCCC4)c(=N)n(C4CCCC4)c3nc12,-18,-5,0.6,-8,19,0,1,5,1
